Screening results (PubChem BioAssay)
HEK293 NOD2/NF-kB = inhibition of NOD2-driven NF-kB reporter – cell-based, luminescence, uHTS, HEK293 (AID 1566) | HEK293 NOD2/NF-kB luciferase reporter, luminescence; higher % means a stronger effect | 290,000 tested, 0.63% active | inhibition, % at 4 µM, or EC50 in µM where a hit was titrated; note: many of its hits are not listed in these tables
Hep lipid drop = hepatic lipid droplet formation modulation; AML12 mouse hepatocytes, oleate lipid droplets, BODIPY imaging; inhibition, % at 6.5 µM; 240,000 tested, 0.4% active; AID 1656;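 active = lipid droplet intensity inhibited by at least 50%, with more than 500 cells counted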
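Material – mouse AML12 hepatocyte cell line, fixed after treatment · Compound dosing – one dose, 6.5 µM compound · Times – compound with oleate, overnight · Measured by – Image-based BODIPY and DAPI two-channel analysis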
LYP inhibition = inhibitors of LYP phosphatase, biochemical, fluorescence intensity, uHTS (AID 1779); one-dose inhibition, % at 11.5 µM; IC50 in µM for titrated hits; 290,000 tested, 0.054% active; recombinant LYP phosphatase, fluorescence intensity; higher % means a stronger effect;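 note: plate controls were vehicle with enzyme for no effect and no enzyme for full effect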
P. falciparum M17LAP = P. falciparum M17LAP inhibitors, primary screen, biochemical, fluorogenic H-Leu-NHMec substrate, 1536-well (AID 1619); 220,000 tested, 0.38% active; inhibition, % at 30 µM; hits with a dose series show IC50 in µM; recombinant M17LAP, H-Leu-NHMec fluorogenic kinetic assay; higher % means a stronger effect;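 active = compound inhibiting the enzyme by more than half at any dose during confirmatory dose-response retesting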;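 note: plate controls were full reaction with DMSO carrier for no effect and no enzyme background for full effect; strong numbers were not always called active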
ER stress rescue = rescue of cells from ER stress-induced death, primary screen, 384-well, CSM14.1, thapsigargin, ATP luminescence (AID 1222). one-dose cellular ATP content (survival), % at 20 µM; EC50 in µM for titrated hits. CSM14.1 thapsigargin-induced death rescue, ATP luminescence; higher % means a stronger effect. 190,000 tested, under 10 active;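 active = EC50 below 50 µM in the dose-response confirmation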;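 note: death triggered by thapsigargin at about 15 µM added after 2 h compound pretreatment; cell ATP read after overnight thapsigargin exposure of roughly 18 to 22 hours; normalized against plate controls of thapsigargin alone and 5% DMSO vehicle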
Siah-1 displacement = blockers of Siah-1 interaction with plectin peptide – biochemical, fluorescence polarization, rhodamine-plectin, uHTS, primary screen (AID 1817) | Siah-1 / rhodamine-plectin peptide fluorescence polarization; higher % means a stronger effect | displacement, % at 20 µM; hits with a dose series show IC50 in µM | 290,000 tested, 0.02% active;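 active = displacement of at least 50% at 20 µM, with a fluorescence ratio check between 0.3 and a set limit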;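 note: plate controls were Siah plus tracer with DMSO for no effect and tracer alone without Siah for full effect; strong numbers were not always called active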
XIAP antagonists = small molecules displacing peptide from XIAP – biochemical, IAP family, fluorescence polarization (AID 1018); XIAP BIR domain, fluorescence polarization peptide displacement; higher % means a stronger effect; one-dose displacement, % at 20 µM; IC50 in µM for titrated hits; 200,000 tested, 0.007% active; in the data active = displacement above about 50%; note: a part of the inactive calls stands beside numbers as strong as those of hits
M1AAP inhibition = malaria alanyl aminopeptidase activity blockers – biochemical, fluorogenic H-Leu-NHMec substrate, 1536-well (AID 1445). recombinant M1AAP, H-Leu-NHMec fluorogenic kinetic assay; higher % means a stronger effect. inhibition, % at 30 µM; hits with a dose series show IC50 in µM. 220,000 tested, 0.42% active;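 active = primary inhibition above the hit cutoff, then over 50% inhibition at one or more dose response concentrations, cut at about 23% in these data, passing the limit was not always enough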;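 note: plate controls were DMSO full reaction for no effect and no enzyme background for full effect; strong numbers were not always called active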
AID2073 = disruptors of CaV2.2 binding to Mint1 – biochemical, HTRF (AID 2073). HTRF protein-protein interaction, Mint1-CaV2.2; higher % means a stronger effect. inhibition, % at 20 µM; hits with a dose series show IC50 in µM. 290,000 tested, 0.19% active; in the data active = inhibition mostly above about 51%, no sharp cut-off; note: some results filed as inactive read as strong as hits
Hep lipid drop cells 6.5 µM = second read-out of Hep lipid drop, no call of its own (marks repeat the call); cell count; measured here: cell count, cytotoxicity flag;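 cells counted across two imaged fields per well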
* marks the source's active call; other numbers are inactive results; · = no result given. Cut-off read from the data, not from the text of the source, unless noted: active = inhibition above about 50%; inactive = the rest. This is a subset; rates above refer to the full screens.

SMILES	HEK293 NOD2/NF-kB	Hep lipid drop	Hep lipid drop cells 6.5 µM	LYP inhibition	P. falciparum M17LAP	ER stress rescue	Siah-1 displacement	XIAP antagonists	M1AAP inhibition	AID2073
CCCCOC(C)n1cc(F)c(=O)[nH]c1=O (stereo unspecified)	11%	-4	606	-10%	-4%	-2.5%	-3%	-7.6%	4%	-7%
COc1ccc(C(=O)COC(=O)CN2C(=O)C3C4C=CC(C4)C3C2=O)cc1 (stereo unspecified)	3%	-17	753	-5%	13%	-0.3%	4%	-3.0%	2%	-4%
O=C(Cn1ncc2c1-c1ccccc1OC2)Nc1nc2ccccc2s1	8%	·	·	3%	-1%	0.2%	-1%	-7.4%	1%	-5%
COc1cccc(/C=C/C(=O)OCC(=O)NCCC2=CCCCC2)c1	1%	10	647	-2%	-6%	0.8%	-5%	1.2%	-3%	5%
Cc1cccc(NC(=O)NCCN2C(=O)C3C4C=CC(C4)C3C2=O)c1 (stereo unspecified)	3%	·	·	-4%	33%	-1.5%	3%	-0.4%	0%	0%
O=C(NCc1ccccn1)C1CCN(S(=O)(=O)c2cnc[nH]2)CC1	16%	14	808	-2%	-1%	-3.4%	-3%	3.5%	8%	-4%
CC(C)N1C(=O)c2ccccc2C1C(=O)NC1CCCCCC1 (stereo unspecified)	16%	·	·	-3%	-9%	-1.9%	-7%	-6.1%	-10%	13%
CCOC(=O)C1CCN(C(=O)c2ccc(OC)cc2OC)CC1	5%	-8	653	2%	8%	·	11%	-0.8%	-4%	-10%
Cn1cc(Cl)c(C(=O)N/N=C/c2ccc3c4c(cccc24)CC3)n1	-179%	-1	738	-10%	·	·	-5%	·	·	21%
Cc1ccccc1OCCCCCn1ccnc1	7%	·	·	-7%	-2%	-0.7%	-4%	-2.2%	9%	-3%
O=C(NCc1ccc(N2CCCC2=O)cc1)c1cn(Cc2ccccc2)nn1	12%	·	·	-7%	-7%	-1.0%	11%	-1.5%	0%	2%
Cc1ccc(OCc2nc(C#N)c(N3CCN(Cc4ccccc4)CC3)o2)cc1	-16%	-13	670	5%	2%	·	6%	0.7%	-1%	2%

Another view of part of the listing above.
CCCCOC(C)n1cc(F)c(=O)[nH]c1=O (stereo unspecified)
  HEK293 NOD2/NF-kB: 11%
  Hep lipid drop: -4
  Hep lipid drop cells 6.5 µM: 606
  LYP inhibition: -10%
  P. falciparum M17LAP: -4%
  ER stress rescue: -2.5%
  Siah-1 displacement: -3%
  XIAP antagonists: -7.6%
  M1AAP inhibition: 4%
  AID2073: -7%

COc1ccc(C(=O)COC(=O)CN2C(=O)C3C4C=CC(C4)C3C2=O)cc1 (stereo unspecified)
  HEK293 NOD2/NF-kB: 3%
  Hep lipid drop: -17
  Hep lipid drop cells 6.5 µM: 753
  LYP inhibition: -5%
  P. falciparum M17LAP: 13%
  ER stress rescue: -0.3%
  Siah-1 displacement: 4%
  XIAP antagonists: -3.0%
  M1AAP inhibition: 2%
  AID2073: -4%

New compounds follow.
SMILES	HEK293 NOD2/NF-kB	Hep lipid drop	Hep lipid drop cells 6.5 µM	LYP inhibition	P. falciparum M17LAP	ER stress rescue	Siah-1 displacement	XIAP antagonists	M1AAP inhibition	AID2073
Nc1n[nH]c(-c2ccc([N+](=O)[O-])cc2[N+](=O)[O-])n1	4%	3	720	-6%	28%	-0.5%	-6%	-5.8%	1%	-1%
CC(C)(C)c1ccc(-c2nc(C=O)c3ccccn23)cc1	-6%	·	·	-7%	8%	-1.3%	-1%	-1.2%	23%	-4%
Cc1cc(C)c2ccc(N)nc2c1O	-108%	2	671	0%	12%	·	6%	-3.0%	-12%	-5%
CCN1CCN(c2ccc(NC(=O)c3ccc(Cl)c(N4CCCC4=O)c3)cc2)CC1	13%	-22	795	-9%	·	·	-8%	·	·	2%
Cc1ccc(C23CC4CC(CC(NC(=O)NC(C)(C)CO)(C4)C2)C3)cc1	-8%	3	766	-11%	9%	-0.3%	-5%	-2.6%	6%	-3%
N#C/C(=C(/O)c1ccc(-c2cccc([N+](=O)[O-])c2)o1)c1nc2ccccc2s1	39%	0	676	6%	24%	-1.5%	16%	-7.7%	2%	50%
CCN(CC)C(=O)c1[nH]cnc1C(=O)NCC(=O)OC(C)(C)C	2%	3	824	-1%	·	·	2%	·	·	-1%
NS(=O)(=O)c1cc2c(cc1Cl)NCNS2(=O)=O	17%	-8	655	-6%	11%	-1.1%	-2%	-6.6%	4%	-4%
COC(=O)CC1C(=O)NC(C)=C1C(=O)OC (stereo unspecified)	12%	-11	748	-11%	10%	·	-3%	·	0%	-8%
CS(=O)(=O)ON=C1CCN(S(=O)(=O)c2ccccc2)CC1	13%	1	629	-4%	-2%	-0.6%	2%	-6.5%	0%	9%
COc1cc(C(=O)NCCOc2cccc(C)c2)c(Br)c(OC)c1OC	9%	·	·	-3%	5%	-1.5%	4%	-0.5%	0%	-2%
CCN(CC)c1ccc(-n2c(C)c(C(C)=O)c(C(C)=O)c2C)cc1	24%	·	·	0%	-26%	3.5%	7%	3.3%	-8%	12%
COc1ccc(C(=O)NC2CCCCCC2)cc1S(=O)(=O)Nc1ccc(Br)cc1	-101%	-6	736	4%	-3%	-0.7%	2%	-6.4%	-2%	-3%
O=C(CCN1C(=O)/C(=C/c2ccc3c(c2)OCO3)SC1=S)Nc1ccccc1	-8%	2	660	2%	0%	-1.5%	0%	-2.9%	-2%	9%
COc1cc(C(CC(=O)N2CCOCC2)c2c(OC)cc(OC)c3ccc(=O)oc23)cc(OC)c1OC (stereo unspecified)	2%	-2	733	-5%	16%	·	2%	·	7%	7%
Cc1c(/C=C2\SC(=Nc3cccc(C(=O)O)c3)NC2=O)c2ccccc2n1C	5%	-19	736	-1%	42%	·	-6%	·	21%	1%
Cc1cc(NC(=O)CN2C(=O)/C(=C/c3cccc(Br)c3)SC2=S)no1	7%	2	659	-4%	11%	0.7%	3%	-7.2%	2%	8%
CCCCS/C(N)=N/N=C/c1cc(C)ccc1O	-45%	6	746	2%	-7%	1.5%	1%	-2.9%	2%	10%
Cc1ccccc1-c1ccc(=O)n(CC(=O)Nc2ccc(S(=O)(=O)N(C)C)cc2)n1	9%	12	678	-2%	9%	0.4%	2%	13%	-2%	-12%
CCc1nc(CN(C)C(=O)C2CCC(=O)N(Cc3cccc(F)c3)C2)no1 (stereo unspecified)	-30%	-16	744	-12%	·	·	-6%	·	·	12%
CCN1CCN(c2ccc(NC(=O)c3ccc4c(c3)OCO4)cc2)CC1	-28%	27	634	3%	2%	-2.6%	-10%	-3.1%	-2%	0%
CC(C)CC(NC(=O)/C(=C\c1ccco1)NC(=O)c1ccco1)C(=O)O (stereo unspecified)	15%	0	888	-8%	·	·	0%	·	·	-2%
COc1ccccc1-c1cc(C(=O)NCCCn2ccnc2)no1	13%	5	682	4%	15%	-2.7%	-3%	-14%	5%	-1%
CCc1nc(N2CCN(C(=O)c3ccco3)CC2)c(C#N)c2c1COC(C)(C)C2	3%	3	706	-2%	·	·	-2%	·	·	3%
Cc1ccc(NC(=O)c2ccc(=O)n(CC(=O)Nc3ccccc3)n2)cc1	15%	-24	685	-7%	·	·	2%	·	·	29%
N#C/C(=N\Nc1ccc(Br)cc1)C(=N)N1CCOCC1	-36%	0	704	-5%	9%	-1.2%	0%	-14%	12%	6%
Cc1ccccc1N1CCN(C2CCCN(C(=O)CCc3c(C)noc3C)C2)CC1 (stereo unspecified)	16%	2	868	-9%	·	·	2%	·	·	-6%
CCOC(=O)c1ccc(NC(=O)NCc2c(C)nn(CC)c2C)cc1	22%	12	692	-8%	2%	-1.4%	8%	-2.0%	4%	-14%
Cc1ccc2nc3cc([N+](=O)[O-])cc([N+](=O)[O-])c3cc2c1	15%	-32	740	-8%	3%	-3.5%	-7%	15%	-1%	40%
O=C(c1ccc2c(c1)N(Cc1ccccc1)C(=O)c1ccccc1S2)N1CCCC1	·	·	·	-7%	1%	-8.1%	-1%	-4.9%	-4%	-8%
COc1ccc(OCc2cc(C(=O)N(C)Cc3nnc(C)o3)no2)c(Cl)c1	-33%	23	753	-5%	·	·	0%	·	·	-2%
CC1CCCCN1CC(O)COCCC12CC3CC(CC(C3)C1)C2 (stereo unspecified)	-6%	2	731	-9%	1%	-2.7%	4%	-2.9%	1%	-8%
Cc1cc(C(=O)NNC(=S)NC2CCCCC2)cs1	-2%	-2	674	-8%	·	·	0%	·	·	-22%
CCCS/C(N)=N/N=C/c1cc(C)ccc1O	-139%	9	752	-5%	4%	-4.2%	2%	-4.6%	1%	14%
N#CCC(=O)N/N=C/c1ccccc1Cl	6%	8	743	-7%	21%	-1.0%	-5%	-3.1%	4%	-13%
Cc1ccc(S(=O)(=O)N(CC(=O)N2CCOCC2)c2ccccc2F)cc1	8%	-2	818	-10%	·	·	3%	·	·	-5%
CCN1CCN(S(=O)(=O)c2ccc3ccccc3c2)CC1	0%	-2	740	-8%	4%	-0.9%	0%	-1.9%	4%	1%
Cc1ccc(Cn2nnc3c(=O)n(Cc4ccccc4C)cnc32)cc1	-7%	2	655	1%	-3%	·	3%	-1.1%	4%	13%
OC12CCCCC1C(c1ccc3c(c1)OCO3)N(Cc1cccc(F)c1)CC2 (stereo unspecified)	-8%	·	·	-5%	0%	-1.3%	0%	-0.2%	-3%	-7%
C=CCN1C(=O)/C(=C2/Sc3ccc(OC)cc3N2C)SC1=Nc1ccc(OC)cc1	4%	1	680	-2%	-3%	2.4%	3%	-5.8%	4%	6%
Cc1ccc(OCc2n[nH]c(=S)n2-c2ccc(Cl)cc2)cc1	0%	-2	796	-6%	·	·	13%	·	·	-16%
Cn1c(C(C#N)/C(=N\S(=O)(=O)c2cccs2)c2ccccc2)nc2ccccc21 (stereo unspecified)	28%	·	·	-12%	3%	0.0%	-2%	-6.3%	2%	4%
CCC1CCCCN1c1ccc([N+](=O)[O-])cc1/C=N/NC(=O)Cn1c2ccccc2c(=O)c2ccccc21 (stereo unspecified)	-4%	4	768	-2%	4%	-3.2%	-1%	-8.2%	3%	22%
Cc1cc(C)cc(NC(=S)NCc2cccn2C)c1	10%	·	·	-2%	10%	3.8%	0%	-0.5%	4%	-4%
Cc1ccc(CN(C(=O)c2cc3ccccc3oc2=O)C2CCS(=O)(=O)C2)cc1 (stereo unspecified)	-20%	·	·	-8%	0%	3.7%	-2%	-3.6%	3%	5%
COc1ccc(C2CC3(CC(C)(C)NC(=S)N3)Oc3cc(O)cc(C)c32)cc1 (stereo unspecified)	-18%	-18	663	13%	1%	-2.3%	-4%	4.6%	-3%	-14%
Cc1cc2c(C)cc(=O)oc2c2c1NCCC2	-3%	2	793	-25%	-414%	-0.1%	2%	-4.6%	2%	23%
NC1=NC(=Nc2ccc(S(=O)(=O)N3CCOCC3)cc2)c2ccccc21	5%	-5	617	-3%	1%	·	-3%	·	7%	-12%
